# Jurkat NFkB inh: inhibitors of induced NF-kB luciferase reporter, primary screen, TCR NF-kB activation inhibitor project, cell-based, luminescence, uHTS | Jurkat, PMA/ionomycin-induced NF-kB luciferase reporter | inhibition, % at 4 µM | 330,000 tested, 0.53% active | AID 435003, 2010; in the data active means inhibition above about 50%
# CHOP UPR activ: activators of apoptotic CHOP UPR arm, primary screen, cell-based, CHO-CHOP luciferase reporter, luminescence, uHTS; AID 449763, 2010; UPR activation; percent of tunicamycin response over DMSO baseline; activation, % at 10 µM; 330,000 tested, 0.34% active;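 active means at 10 µM dose, activation of 40% or more, normalized to positive control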;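 further: 100% = tunicamycin at 10 µg/mL and 0% = DMSO alone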
#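 System: CHO-CHOP luciferase reporter cell line; amount: 500 cells/well; buffer or medium: F12 medium containing 10% fetal bovine serum; incubation: 6 h compound exposure at 37 °C after overnight seeding; measured by: luciferase luminescence after 10 min with Steady-Glo reagent; evaluation: % reporter activation, DMSO baseline versus tunicamycin full activation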
# 697 NFkB inh: inhibitors of PMA/ionomycin-induced NF-kB reporter, 697 cells, primary screen, B-cell NF-kB inhibitor project, cell-based, luminescence, uHTS. 697 B-cell NF-kB luciferase reporter, 16 h. inhibition, % at 4 µM. 330,000 tested, 0.33% active. AID 435022, 2010; in the data active means inhibition above about 35%
# CXCR6 inh: CXCR6 receptor inhibitors, primary screen, cell-based, beta-arrestin, luminescence, CHO-K1 PathHunter, 1536-well; C-X-C chemokine receptor type 6 (Homo sapiens), O00574; inhibition, % at 20 µM; 360,000 tested, 0.36% active; AID 602244, 2012; in the data active means inhibition above about 34%, passing the limit was not always enough;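 further: antagonist mode with CXCL16 agonist at 10 nM final; 0% = 10 nM CXCL16 with DMSO and 100% = unstimulated wells without agonist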
# Target sequence (O00574 whole entry, looked up): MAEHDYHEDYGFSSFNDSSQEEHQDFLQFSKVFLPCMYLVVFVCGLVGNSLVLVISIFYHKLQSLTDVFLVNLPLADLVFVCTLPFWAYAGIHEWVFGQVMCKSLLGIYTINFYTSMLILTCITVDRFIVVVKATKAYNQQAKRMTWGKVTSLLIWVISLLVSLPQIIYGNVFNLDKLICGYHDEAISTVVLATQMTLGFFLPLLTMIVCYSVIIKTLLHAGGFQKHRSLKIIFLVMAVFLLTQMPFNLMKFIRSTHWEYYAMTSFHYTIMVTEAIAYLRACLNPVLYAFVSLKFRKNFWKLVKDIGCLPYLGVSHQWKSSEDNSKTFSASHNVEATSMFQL
# CCR6 antag: CCR6 receptor antagonists, primary screen, cell-based, CHO-K1, luminescence, beta-arrestin, uHTS; 340,000 tested, 0.49% active; inhibition, % at 20 µM; AID 493098, 2011; CHO-K1 CCR6 PathHunter beta-arrestin, CCL20-stimulated; C-C chemokine receptor type 6 (Homo sapiens), P51684;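 active means compounds whose inhibition of the agonist-driven luminescence signal at 20 µM reaches about 50%, limit read from the data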;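 further: cells stimulated with CCL20 at 14 nM final; plate controls were DMSO with CCL20 for no effect and DMSO without agonist for full effect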
# Target sequence (P51684 whole entry, looked up): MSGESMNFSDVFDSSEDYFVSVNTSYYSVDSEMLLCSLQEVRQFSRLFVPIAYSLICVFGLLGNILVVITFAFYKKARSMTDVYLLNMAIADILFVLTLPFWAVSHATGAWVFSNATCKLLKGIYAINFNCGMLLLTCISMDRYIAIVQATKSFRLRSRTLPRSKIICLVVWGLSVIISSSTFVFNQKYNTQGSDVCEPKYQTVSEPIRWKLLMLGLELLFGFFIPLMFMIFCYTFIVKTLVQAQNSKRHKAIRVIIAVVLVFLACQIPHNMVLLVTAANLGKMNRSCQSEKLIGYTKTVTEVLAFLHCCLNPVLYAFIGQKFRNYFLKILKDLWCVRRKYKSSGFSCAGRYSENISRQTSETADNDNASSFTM
# EBI2 antag: EBI2 receptor antagonists, beta-arrestin recruitment, primary screen, cell-based, luminescence, 7a,25-OHC stimulation, uHTS; 7a,25-OHC stimulated; inhibition, % at 5 µM; 360,000 tested, 0.81% active; in the data active means inhibition above about 38%;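 further: enzyme fragment complementation signal reports receptor beta-arrestin coupling in cells; 0% = agonist plus DMSO wells and 100% = wells without agonist; some results beyond the cut were filed as inactive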
# Target sequence (P32249 whole entry, looked up, the tested form may be a part): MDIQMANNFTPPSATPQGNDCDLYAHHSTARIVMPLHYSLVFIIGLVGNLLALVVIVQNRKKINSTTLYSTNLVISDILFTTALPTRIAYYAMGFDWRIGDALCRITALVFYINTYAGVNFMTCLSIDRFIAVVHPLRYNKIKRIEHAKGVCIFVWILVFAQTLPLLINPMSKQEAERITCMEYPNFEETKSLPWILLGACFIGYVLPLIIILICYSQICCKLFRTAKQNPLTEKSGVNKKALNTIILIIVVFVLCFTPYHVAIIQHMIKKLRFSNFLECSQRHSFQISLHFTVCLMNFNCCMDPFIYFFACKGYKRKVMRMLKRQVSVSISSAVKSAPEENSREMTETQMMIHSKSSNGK
# Mdm2 MdmX PPI: inhibitors of human Mdm2-MdmX association, primary screen, cell-based, luminescence, split luciferase, SaOS-2, uHTS; Protein Mdm4 (Homo sapiens) + E3 ubiquitin-protein ligase Mdm2 (Homo sapiens), …; SaOS-2 split-luciferase Mdm2/MdmX complementation; inhibition, % at 8 µM; 330,000 tested, 3% active; AID 485346, 2010;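 active means inhibition of at least 50% at 8 µM in the primary screen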
# Gli-Sufu block: Gli-Sufu pathway antagonists, primary screen, luciferase luminescence, Sufu-KO-LIGHT cells, uHTS; Sufu-KO-LIGHT fibroblasts, Gli luciferase reporter luminescence; inhibition, % at 5 µM; AID 588413, 2011; 340,000 tested, 0.74% active;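 active means inhibition above about 55%, limit read from the data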;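 further: 0% = DMSO-treated cells and 100% = wells with medium but no cells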
# UPR XBP1 act: activators of adaptive XBP1 UPR arm, primary screen, cell-based, CHO-XBP1 luciferase reporter, luminescence, uHTS; activation, % at 20 µM; 330,000 tested, 0.33% active; IRE1-XBP1 UPR activation; percent of tunicamycin response, DMSO as zero;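 active means versus positive control, 20 µM dose yields 30% or more activation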;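 further: 100% = tunicamycin at 10 µg/mL and 0% = DMSO only wells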
#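 Material: IRE1-XBP1 luciferase reporter CHO line / Quantity: one thousand reporter cells per well / Buffer or medium: F12 with 10% serum / Compound: 20 µM single concentration, DMSO 1% / Times: 6 h treatment, 37 °C / Detection: Steady-Glo luciferase glow luminescence, 10 min after reagent addition / Benchmarks: tunicamycin high, DMSO low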
# * hit, by the source's call; x = no result given.
# Values run as follows: Jurkat NFkB inh	CHOP UPR activ	697 NFkB inh	CXCR6 inh	CCR6 antag	EBI2 antag	Mdm2 MdmX PPI	Gli-Sufu block	UPR XBP1 act
COC(=O)c1cnn(C(=O)c2cc(OC)ccc2Br)c1N
    5	-1.5	7	-1	-7	-12	10	0	-2
COc1ccc(-c2c3c(=O)n(C)c(=O)n(C)c3cn2Cc2ccccn2)cc1
    0	2.0	-4	-3	16	-3	8	-1	-1
O=Cc1c(Cl)nc2ccccn2c1=O
    13	2.9	-4	1	-13	-10	14	0	-3
CC(=O)c1ccc(S(=O)(=O)Nc2ccc(C(=O)NC3CC3)cc2)cc1
    -8	-0.4	-18	-5	4	-12	21	-8	2
Cc1c(CCC(=O)O)c(=O)oc2c(C)c3occ(-c4ccc(Cl)cc4)c3cc12
    -7	-1.8	13	-2	-5	-14	-11	11	-3
N#Cc1ccccc1OCC(=O)OCC(=O)NC1CC1
    2	-0.7	-5	-6	2	-11	17	-4	-2
COc1ccc(S(=O)(=O)NCc2cccnc2)cc1NC(=O)c1ccc(Cl)cc1
    -27	0.1	-39	-7	-2	4	30	-1	-1
COc1ccccc1-c1noc(Cn2cc(S(=O)(=O)N3CCCC3)ccc2=O)n1
    -13	-0.3	-17	9	-2	1	-46	3	-2
CC(=O)c1sc(-c2ccccn2)nc1C
    2	0.5	16	x	x	x	29	x	1
CN1CCN(CC(=O)N/N=C/c2ccc(F)c(F)c2)CC1
    -15	-1.8	-11	-3	12	-1	5	-3	-2
COc1ccccc1CNCCS(=O)(=O)NCc1ccccc1
    x	x	x	3	17	-1	x	3	x
COc1cc(C)ccc1OCCCCN1CC(C)OC(C)C1 (stereo unspecified)
    -7	0.1	9	-6	-15	6	28	2	0
Cc1cc(C)c(C(N)=O)c(Cl)n1
    12	-1.2	15	-1	-7	-8	-2	0	-2
CCN(CC)S(=O)(=O)c1ccc2c(c1)c(=O)c(C(=O)N1CCOCC1)cn2C
    0	2.4	-6	1	4	7	9	5	1
N#Cc1cn(-c2ccccc2)nc1-c1ccc2c(c1)OCCO2
    -69	12	-139	-7	-7	8	-44	-89	7
CCC(CC)C(=O)Nc1ccccc1-n1cccc1
    16	-3.3	14	-15	3	2	11	-3	6
O=C1CC(c2ccccc2Br)c2cc3c(cc2N1)CCC3 (stereo unspecified)
    55*	-0.8	-47	x	x	x	58*	x	-1
OC(COCc1ccccc1)CN1CCCC1 (stereo unspecified)
    -17	-1.3	-5	-20	15	-6	5	8	-4
COCCN(C(=O)CNC(=O)c1ccco1)C(C(=O)NC1CCCC1)c1ccc(F)cc1 (stereo unspecified)
    -10	0.5	-3	2	7	-7	11	24	-2
CC(C)(C)NC(=O)C(OC(=O)c1cccs1)c1ccccc1 (stereo unspecified)
    0	3.1	6	3	1	-6	16	-5	6
Cc1ccc2c(COC(=O)c3ccccc3OC(F)F)cc(=O)oc2c1
    -16	5.5	-8	-2	10	13	-50	-29	10
Cc1onc(-c2ccccc2)c1C(=O)Nc1sc2c(c1C#N)CCC(C)C2 (stereo unspecified)
    9	2.4	-4	7	6	6	59*	3	-2
CN(Cc1nc2ccccc2c(=O)[nH]1)C(=O)C1CC(=O)N(c2cccc3ccccc23)C1 (stereo unspecified)
    8	3.3	25	4	3	7	11	3	-1
O=C(NC1CCCc2ccccc21)c1cccc(S(=O)(=O)N2CCN(c3ccccc3)CC2)c1 (stereo unspecified)
    10	2.1	-3	12	2	-4	21	20	-3
O=C(Nc1cc(C(=O)N2CCCC2)ccc1N1CCCC1)c1ccccc1
    3	-0.4	9	10	-16	-18	11	-44	-3
O=C(CNC(=O)c1ccccc1F)N/N=C/c1cc(Br)ccc1OCc1ccccc1
    -8	-1.2	10	12	-10	13	8	-9	-1
COc1ccc(S(=O)(=O)NC(Cc2ccccc2)C(=O)O)cc1 (stereo unspecified)
    6	1.0	4	-2	11	-1	4	6	-1
Cc1ccc(S(C)(=O)=NC(=O)NC(=O)c2c(F)cccc2Cl)cc1 (stereo unspecified)
    2	1.4	12	-6	14	-3	20	3	-3
COc1ccc(Nc2nc(C(=O)NCc3ccco3)cs2)cc1
    -1	0.2	-32	-5	9	1	19	5	-3
NC1=NC(=O)CC(C(=O)NCCc2ccccc2)S1 (stereo unspecified)
    -12	-0.6	-19	2	11	-5	7	1	1
CCN(CC)S(=O)(=O)c1ccc(C)c(NC(=O)CN2CCN(C)CC2)c1
    5	-1.2	1	0	-1	5	14	0	1
CN(c1ccccc1)S(=O)(=O)c1cccc(NC(=O)Nc2ccc(Cl)cc2C#N)c1
    8	4.0	-5	5	0	3	1	-7	0
CCN(CC)CCCCN1c2ccccc2Sc2ccccc21
    -11	0.2	-16	-6	4	-8	59*	14	4
Cc1ccc(C2NC(=O)CCC2[N+](=O)[O-])cc1 (stereo unspecified)
    -1	-1.7	3	3	0	-9	-1	5	-7
COC(=O)c1ccc(NC(=O)c2cc[n+]([O-])cc2)cc1
    4	1.0	-10	-4	2	8	13	5	-1
Cc1ccc(-n2nnnc2SCC(=O)c2ccc3c(c2)NC(=O)CO3)c(C)c1
    2	-1.7	9	2	-2	18	14	0	-5
CCN=c1sc(C(=O)NCCc2ccccc2)cc(=O)n1CC
    16	-0.4	0	10	15	11	13	4	1
Cn1c(/C=C/c2ccccc2)nc2ccccc2c1=O
    -56	2.4	-44	-3	6	-9	-25	24	3
COc1cccc(C(=O)O/N=C(\N)c2ccc([N+](=O)[O-])cc2)c1OC
    -53	5.7	-87	-17	-18	-5	-4	-20	4
Cc1cc(NC(=O)CSCC(=O)NC(C)c2ccccc2)no1 (stereo unspecified)
    -7	0.9	9	6	7	-6	28	-3	-2

# An excerpt taken from the entries so far, as a working copy:
# Values run as follows: Jurkat NFkB inh	CHOP UPR activ	697 NFkB inh	CXCR6 inh	CCR6 antag	EBI2 antag	Mdm2 MdmX PPI	Gli-Sufu block	UPR XBP1 act
COc1cccc(C(=O)O/N=C(\N)c2ccc([N+](=O)[O-])cc2)c1OC
    -53	5.7	-87	-17	-18	-5	-4	-20	4
Cc1cc(NC(=O)CSCC(=O)NC(C)c2ccccc2)no1 (stereo unspecified)
    -7	0.9	9	6	7	-6	28	-3	-2

# (listing goes on)
# Values run as follows: Jurkat NFkB inh	CHOP UPR activ	697 NFkB inh	CXCR6 inh	CCR6 antag	EBI2 antag	Mdm2 MdmX PPI	Gli-Sufu block	UPR XBP1 act
CC1CCC(Nc2nnnn2-c2ccccc2)CC1 (stereo unspecified)
    1	-0.8	-1	-4	3	10	17	-11	-1
O=C(OCc1cnc(Cl)s1)c1cccc(Cl)c1Cl
    14	-1.2	18	5	5	-1	19	0	3
O=C(N=C1c2ccccc2CN1c1cccc(Cl)c1)c1cccnc1
    -24	-0.3	-9	3	24	11	9	16	-3
Cc1ccc(C)c(SCc2nc3sc(C(=O)O)c(C)c3c(=O)[nH]2)c1
    22	0.1	4	3	8	5	16	1	-1
O=[N+]([O-])c1cc(Br)c(OCc2nnc(-c3ccccc3)o2)c(Br)c1
    -3	3.8	-29	0	-5	-25	8	5	-2
COC(=O)CNC(=O)CSc1nnc(-c2ccc(OC)cc2)n1CC(C)C
    1	-0.4	7	0	-19	2	17	2	-2
CC(C(=O)NCC1CCCCC1)N(C)Cc1ccc(Cl)cc1 (stereo unspecified)
    14	-0.9	22	1	14	15	-12	17	-1
O=S1(=O)N=C(N2CCN(c3ccc(F)cc3)CC2)c2ccccc21
    -14	3.7	3	13	1	-2	10	-9	0
O=C(NCc1cccnc1)c1cccc(Cl)c1
    -7	-1.6	1	5	8	-13	-5	4	-1
CSc1ccc(CN2CCC(n3nccc3NC(=O)c3ccccc3C)CC2)cc1
    17	-1.4	5	-12	18	2	20	11	-5
CCCCN(Cc1cccs1)S(=O)(=O)c1csc(C(N)=O)c1
    -1	-1.1	-5	4	6	11	15	3	-1
O=C(COc1ccc(F)cc1F)N1CCCCCCC1
    0	1.6	-16	-3	1	-5	8	18	-2
Cc1c(Cl)cnc(NC(=O)COC(=O)c2ccncc2)c1Cl
    -7	0.8	5	-1	0	-25	-2	-4	-3
CC(=O)Nc1ccc(S(=O)(=O)N2CCSC2c2ccccc2Cl)cc1 (stereo unspecified)
    4	-1.9	-34	1	0	2	12	22	-3
COCCNC(=O)CN(C(=O)CCC(=O)Nc1ccccn1)c1ccc(C)cc1
    -6	-2.0	9	-10	-9	-6	13	x	-4
CC1CN(C(=O)CSc2nnc(CNC(=O)c3ccc(S(=O)(=O)N(C)C)cc3)o2)CC(C)O1 (stereo unspecified)
    7	2.5	-10	-2	-1	-8	11	-4	-6
Cc1ccc(NC(=O)C(C)Oc2ccccc2)cc1S(=O)(=O)N1CCCCCC1 (stereo unspecified)
    -4	0.2	6	2	8	4	14	3	-2
CN1C(=O)N(C)c2ccc(C=O)c3cccc1c23
    -2	-0.1	11	-22	-13	-3	32	24	0
Cc1ccccc1/C=N/NC(=O)Cn1nnc(N)n1
    1	0.7	-1	-9	2	-9	13	0	-1
Cc1ccc(C(=O)c2ccc([N+](=O)[O-])cc2)cc1
    -1	1.7	1	4	17	-6	7	-14	1
Cc1nn(-c2ccccc2)c(N)c1Sc1ccc([N+](=O)[O-])cc1
    6	-1.5	24	-15	24	5	-5	-1	1
O=C(CN1C(=O)NC(Cc2ccccc2)C1=O)Nc1ccccc1 (stereo unspecified)
    -29	0.7	-18	-4	-22	-4	-27	1	3
COCCN(C(=O)c1ccccc1Oc1ccccc1)c1c(N)n(CC(C)C)c(=O)[nH]c1=O
    0	2.1	11	1	6	0	-1	-1	-2
CS(=O)(=O)N1CCN(CC(=O)NC2CCCCC2)CC1
    2	-1.2	8	-2	3	-11	10	-1	-2
CC(=O)Oc1ccc(-c2cccc(C(=O)N3CCCCC3)c2)cc1
    3	1.8	3	-2	5	-8	18	-14	0
C[C@H](O)[C@@H]1C(=O)N2CCc3ccc(-c4ccccc4)cc3[C@@H]2C[C@@H]1N(C)C(=O)NC1CCCCC1
    x	x	x	-2	1	12	x	4	x
CCCn1cc(S(=O)(=O)c2ccccc2)c(=O)c2cc(CC)ccc21
    -16	-2.6	-10	1	18	2	8	39	-2
O=C(NCc1cccc(F)c1)c1cccc(OC2CCN(C(=O)C3CC3)CC2)c1
    20	1.0	-43	-7	12	-6	10	9	0
CN(C)NC(=O)c1ccc([N+](=O)[O-])s1
    1	0.8	3	3	-10	0	-9	12	14
CC(=O)Nc1ccc(OCc2nnc(-c3ccc(Cl)cc3)o2)cc1
    13	3.3	-1	-4	14	9	5	-7	3

# Screens: PubChem BioAssay, Sanford-Burnham Center for Chemical Genomics
